HIF act – HIF pathway transcriptional activation; AID 1910; U2OS HRE-luciferase reporter, luminescence; normalized: DMSO 0%, desferrioxamine 100%; activation, % at 7.5 µM (by protocol); 300,000 tested, 0.32% active;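 active = mean activation of at least 10% of the iron chelator positive control signal, with at least half of replicates also reaching 10%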
IEC-6 tox – IEC-6 cytotoxicity, counter-screen for KLF5 inhibitors | 290,000 tested, 0.78% active | inhibition, % at 5 µM | luminescence viability; in the data active = inhibition above about 22%;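 also: 0% = plate median of test compound wells and 100% = cytotoxic reference compound wells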
HSP90 refold inh – HSP90 refolding inhibition in rabbit reticulocyte lysate | luciferase refolding luminescence, 3 h | inhibition, % at 5.6 µM | 290,000 tested, 0.91% active;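 active = inhibition above the screen-wide mean plus 3 SD, computed separately per campaign, cut at about 16% in these data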;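 also: 0% = DMSO wells and 100% = 60 µM geldanamycin wells; inhibitors lower the luminescence because luciferase stays unfolded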
GSK3A inh – blocks human GSK-3 alpha kinase. AID 2650. ADP-Glo luminescence, 60 min. inhibition, % at 10 µM. 320,000 tested, 0.1% active;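 in the data active = inhibition above about 50%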;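 also: GST-tagged GSK-3 alpha with peptide substrate and 25 µM ATP; 0% = DMSO neutral wells and 100% = GW8510 positive control wells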
Target sequence (P49840 whole entry, looked up): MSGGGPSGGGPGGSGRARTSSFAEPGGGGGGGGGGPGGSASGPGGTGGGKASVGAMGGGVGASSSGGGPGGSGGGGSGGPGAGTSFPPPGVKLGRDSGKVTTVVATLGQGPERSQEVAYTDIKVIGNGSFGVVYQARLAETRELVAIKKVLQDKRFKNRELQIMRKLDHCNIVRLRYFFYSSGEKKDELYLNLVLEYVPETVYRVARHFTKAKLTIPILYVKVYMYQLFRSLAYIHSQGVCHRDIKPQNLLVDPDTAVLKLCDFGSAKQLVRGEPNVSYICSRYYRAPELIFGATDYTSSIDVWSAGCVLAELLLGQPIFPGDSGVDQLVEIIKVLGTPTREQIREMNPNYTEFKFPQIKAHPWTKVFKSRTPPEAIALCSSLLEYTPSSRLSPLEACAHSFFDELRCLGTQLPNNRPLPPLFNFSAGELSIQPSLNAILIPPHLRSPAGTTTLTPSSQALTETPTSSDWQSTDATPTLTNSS
KLF5 inh – inhibitors of KLF5 expression | DLD-1 KLF5 promoter-luciferase reporter, luminescence | AID 1700 | inhibition, % at 5 µM | 290,000 tested, 0.23% active;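 active = inhibition above a per-plate limit of that plate's mean compound inhibition plus 3 SD, cut at about 60% in these data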;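 also: 0% = DMSO wells and 100% = LY294002 at 200 µM; higher means less KLF5 promoter-driven luciferase light; inactives centre near -14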
GSK3beta inhib – inhibitors of human GSK3beta kinase. GST-GSK3beta kinase, ADP-Glo luminescence, 60 min; active compounds read low. activity score (negative = inhibition), % at 10 µM. 300,000 tested, 0.038% active. AID 2097;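 active = more than half of replicate wells score below -50%, meaning over 50% inhibition versus plate controls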;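 also: 0% = median DMSO wells and -100% = median GW8510 positive control wells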
Target sequence (P49841 whole entry, looked up): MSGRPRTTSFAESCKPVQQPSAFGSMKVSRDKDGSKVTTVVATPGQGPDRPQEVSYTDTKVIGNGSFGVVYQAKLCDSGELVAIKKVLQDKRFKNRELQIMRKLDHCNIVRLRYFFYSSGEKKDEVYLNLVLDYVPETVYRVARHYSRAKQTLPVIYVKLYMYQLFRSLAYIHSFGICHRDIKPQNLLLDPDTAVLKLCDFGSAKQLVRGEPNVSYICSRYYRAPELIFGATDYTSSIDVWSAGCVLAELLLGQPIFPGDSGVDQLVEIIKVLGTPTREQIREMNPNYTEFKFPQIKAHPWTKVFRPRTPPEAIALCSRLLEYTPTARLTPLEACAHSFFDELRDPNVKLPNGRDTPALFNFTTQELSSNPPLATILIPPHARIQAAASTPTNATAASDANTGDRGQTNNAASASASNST
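Test system – GST-tagged human GSK3beta kinase, cell-free · Incubation – 60 min enzyme reaction, room temperature · Signal – ADP-Glo luminescence · Also added – peptide substrate and ATP at 25 µM · Controls – DMSO neutral wells and GW8510 at 20 µM as positive · Buffer or medium – Tris/MgCl2 kinase buffer · Measure – Luminescence-derived activity versus plate DMSO and GW8510 wells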
HSF1 inh – HSF1 inhibition; AID 2098; activity change, negative = inhibition, % at 7.5 µM (by protocol); NIH3T3-HGL HSE-luciferase, MG132-induced, luminescence 8 h; active compounds read low; 300,000 tested, 0.77% active;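 active = more than half of replicate wells show activity change below -50%, luminescence cut by over half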;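 also: luciferase reports HSF-1 transcriptional activity via heat shock element; 0% = median of DMSO wells and -100% = zero luminescence signal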
HSF1 activator – increases HSF-1 driven luciferase reporter signal; NIH3T3-HGL HSF-1 luciferase reporter, MG132, 8 h; 100% = twice DMSO control signal; activation, % at 9 µM; 300,000 tested, 1.7% active; AID 504408;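 active = mean replicate activation of at least 50% with a set share of replicates each reaching 50%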;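 also: 0% = median of the neutral control wells and 100% = twice that signal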
aSyn 5UTR inh – 5' untranslated region of α-synuclein, MLPCN primary screen; alpha-synuclein 5'UTR reporter, inhibitor activity; inhibition, % (tested at 7.5 µM); 300,000 tested, 0.82% active; AID 1813; in the data active = inhibition above about 60%;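 also: H4 neuroglioblastoma cells stably carrying SNCA 5'UTR luciferase fusion; 0% = DMSO wells and 100% = positive control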
AI-2 QS mod – Vibrio harveyi AI-2 quorum sensing modulation | Vibrio harveyi JMH597 AI-2 luminescence/OD600 ratio, 9 h; active compounds read low; strain lacks LuxN and CqsS sensors; 0 = neutral-control median | activity change, % at 7.5 µM | 300,000 tested, 0.4% active | AID 2094; in the data active = activity change below about -75%, passing the limit was not always enough;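 also: luminescence divided by OD600 gain over 9 h not by final OD600 alone; inactives centre near 13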
Starred values were filed as active, the others as inactive; x = not tested or not shown.

Field names – A = HIF act; B = IEC-6 tox; C = HSP90 refold inh; D = GSK3A inh; E = KLF5 inh; F = GSK3beta inhib; G = HSF1 inh; H = HSF1 activator; I = aSyn 5UTR inh; J = AI-2 QS mod
C=CCN(C#N)c1nc(OC)nc(N2CCCC2)n1
  A: 1.0	B: 1	C: 1	D: -1	E: 7	F: 1	G: 3	H: 0	I: 32	J: 4

Cc1csc(C(=O)O)c1NC(=O)c1c(Cl)cccc1Cl
  A: 0.0	B: -2	C: 3	D: -1	E: -7	F: 0	G: -9	H: 6	I: 7	J: 12

O=c1nc(C(F)(F)F)nc2ccccn12
  A: -0.3	B: 5	C: -3	D: 0	E: -33	F: 2	G: -4	H: 3	I: -1	J: 10

Cc1cccc2cc(CN(Cc3ccc(F)cc3)C(=O)N3CCOCC3)c3nnnn3c12
  A: -0.3	B: -9	C: -6	D: -3	E: -17	F: -1	G: -7	H: -6	I: -7	J: 24

CC(=O)c1ccc(NC(=O)CCC(=O)N2CC(C)Oc3ccc(C)cc32)cc1 (stereo not drawn)
  A: -0.2	B: -10	C: -2	D: 1	E: -38	F: 1	G: 17	H: 34	I: 24	J: 21

O=C1NCCN(C(=O)CCc2nnc(-c3ccsc3)o2)C1c1ccc(F)cc1 (stereo not drawn)
  A: -0.2	B: 3	C: 0	D: -1	E: -32	F: -2	G: -1	H: 7	I: -30	J: -8

CCc1cccc(CC)c1NC(=S)Nc1ccccc1
  A: 0.1	B: 2	C: -4	D: -3	E: -15	F: -7	G: -4	H: 10	I: -7	J: 8

Cc1ccc(-c2nc3cnccn3c2Nc2ccccc2)o1
  A: 2.1	B: x	C: x	D: 9	E: x	F: 0	G: 17	H: 37	I: -24	J: 2

CC(=O)NCC(=O)N(c1ccccc1)C1(C(=O)NC2CCCCC2)CCCCC1
  A: -0.2	B: 2	C: 2	D: 3	E: -35	F: -2	G: -4	H: 3	I: -2	J: 8

O=C(Nc1nccs1)c1ccc(-c2ccccc2[N+](=O)[O-])o1
  A: 3.6	B: -2	C: 5	D: 11	E: -152	F: -5	G: 40	H: 34	I: -135	J: 24

COC(=O)C(C)Oc1ccc(-c2nccc(-c3cccs3)n2)cc1 (stereo not drawn)
  A: 0.8	B: -2	C: -2	D: -2	E: -9	F: 2	G: 11	H: 16	I: -37	J: 30

CCO[C@H]1OC(C(=O)N2CCN(Cc3ccc4c(c3)OCO4)CC2)=C[C@@H](C(C)(C)C)[C@@H]1CCCO
  A: -0.4	B: 0	C: -1	D: -4	E: -23	F: 2	G: 0	H: 19	I: 3	J: 7

CC(=O)c1ccc(NC(=O)C(C)OC(=O)c2ccc(NS(=O)(=O)c3ccc(F)c(F)c3)cc2)cc1 (stereo not drawn)
  A: -0.3	B: 1	C: -2	D: 0	E: -2	F: 3	G: -13	H: -4	I: 16	J: 34

COc1ccc(Cc2nnc(NC(=O)Nc3ccccc3F)s2)cc1
  A: 0.6	B: -3	C: -2	D: 2	E: -19	F: 1	G: -2	H: 19	I: -10	J: 0

CC(C)Cc1cc(C(=O)Nc2ccc(Br)cc2)no1
  A: 2.9	B: -7	C: -11	D: 1	E: -70	F: -1	G: -33	H: -51	I: -137	J: 13

CCOc1nc(Nc2cc(Cl)ccc2OC)nc(OCC)n1
  A: 0.0	B: 2	C: 3	D: -1	E: 2	F: 1	G: -12	H: -20	I: -2	J: 26

CC1CCN(C(=O)CSCC(=O)O)CC1
  A: -0.3	B: 9	C: 3	D: -1	E: -7	F: 3	G: 0	H: -27	I: 6	J: 6

CC1CCN(C(=O)c2cc3ccccc3c(=O)o2)CC1
  A: 0.7	B: -5	C: -2	D: 1	E: -37	F: -1	G: -2	H: -4	I: -78	J: 10

COc1ccc2cc(CCNC(=O)C(C)C)c(=O)[nH]c2c1
  A: 0.4	B: 2	C: 1	D: 0	E: 1	F: -9	G: 1	H: -9	I: -3	J: -2

CCCN1CCc2c(sc(NC(=O)c3ccc(S(=O)(=O)N(C)c4ccccc4)cc3)c2C(N)=O)C1
  A: -0.3	B: -1	C: 1	D: 2	E: -38	F: 0	G: -7	H: 14	I: -14	J: 18

O=C1NC2=C(C(=O)CCC2)C(c2ccc(OC(F)F)cc2)N1 (stereo not drawn)
  A: 2.9	B: 12	C: 3	D: 2	E: 18	F: 1	G: 6	H: -7	I: 8	J: -4

Cc1cc2c(c(=O)o1)C(c1ccc([N+](=O)[O-])o1)C(C#N)=C(N)O2 (stereo not drawn)
  A: -0.9	B: -9	C: -1	D: -2	E: -16	F: -1	G: -13	H: 12	I: -2	J: 25

Cc1ccc(S(=O)(=O)c2c(C)cc(C)[nH]c2=O)c(C)c1
  A: -3.4	B: 8	C: -2	D: 0	E: -25	F: 0	G: -2	H: 24	I: -5	J: 26

CC(=O)Nc1ccc(S(=O)(=O)N(Cc2ccccc2)c2ccccc2F)cc1
  A: -0.4	B: 0	C: 5	D: -1	E: 13	F: 2	G: -2	H: -15	I: 18	J: 27

Fc1ccccc1NC(=S)Nc1ccc(Br)cc1
  A: 80*	B: 0	C: -5	D: -2	E: -19	F: 1	G: 14	H: 20	I: -74	J: 6

Some of these compounds in order of molecular weight, ascending.
Field names – A = HIF act; B = IEC-6 tox; C = HSP90 refold inh; D = GSK3A inh; E = KLF5 inh; F = GSK3beta inhib; G = HSF1 inh; H = HSF1 activator; I = aSyn 5UTR inh; J = AI-2 QS mod
CC(C)Cc1cc(C(=O)Nc2ccc(Br)cc2)no1
  A: 2.9	B: -7	C: -11	D: 1	E: -70	F: -1	G: -33	H: -51	I: -137	J: 13

Fc1ccccc1NC(=S)Nc1ccc(Br)cc1
  A: 80*	B: 0	C: -5	D: -2	E: -19	F: 1	G: 14	H: 20	I: -74	J: 6

CC(=O)Nc1ccc(S(=O)(=O)N(Cc2ccccc2)c2ccccc2F)cc1
  A: -0.4	B: 0	C: 5	D: -1	E: 13	F: 2	G: -2	H: -15	I: 18	J: 27

CC(=O)c1ccc(NC(=O)C(C)OC(=O)c2ccc(NS(=O)(=O)c3ccc(F)c(F)c3)cc2)cc1 (stereo not drawn)
  A: -0.3	B: 1	C: -2	D: 0	E: -2	F: 3	G: -13	H: -4	I: 16	J: 34

Ordered by the number under KLF5 inh (falling): four of the compounds above.
Molecule	KLF5 inh
COC(=O)C(C)Oc1ccc(-c2nccc(-c3cccs3)n2)cc1 (stereo not drawn)	-9
Cc1cccc2cc(CN(Cc3ccc(F)cc3)C(=O)N3CCOCC3)c3nnnn3c12	-17
Fc1ccccc1NC(=S)Nc1ccc(Br)cc1	-19
CC(=O)NCC(=O)N(c1ccccc1)C1(C(=O)NC2CCCCC2)CCCCC1	-35

(more compounds)
Field names – A = HIF act; B = IEC-6 tox; C = HSP90 refold inh; D = GSK3A inh; E = KLF5 inh; F = GSK3beta inhib; G = HSF1 inh; H = HSF1 activator; I = aSyn 5UTR inh; J = AI-2 QS mod
O=C(N/N=C/c1ccccc1O)C1CC(=O)N(c2ccc(Cl)cc2)C1 (stereo not drawn)
  A: 9.4	B: 13	C: -8	D: 1	E: 59	F: 0	G: 3	H: 2	I: 83*	J: 30

Clc1ccc2nc(-c3ccccc3)cn2c1
  A: -0.7	B: 12	C: 36*	D: 4	E: -28	F: -1	G: 36	H: 34	I: -27	J: 11

COc1ccc(-c2csc(NC(=O)CN3C(=O)C4CCCCC4C3=O)n2)c(OC)c1 (stereo not drawn)
  A: -1.1	B: x	C: x	D: 0	E: x	F: 1	G: 9	H: 3	I: -12	J: 13

CC(C)(CCl)C(=O)Nc1ccc(C(F)(F)F)cc1
  A: -0.5	B: -7	C: 0	D: 2	E: 5	F: 0	G: 7	H: 18	I: -25	J: 26

Cc1cc(OCc2n[nH]c(=S)n2-c2ccccc2)ccc1Cl
  A: -38	B: -4	C: 1	D: 2	E: -6	F: -4	G: 4	H: 8	I: 10	J: 16

Cc1cc(C)c(C(=O)Cn2nc(C)c([N+](=O)[O-])c2C)cc1C
  A: -0.7	B: -3	C: 3	D: -1	E: -11	F: 4	G: 1	H: 16	I: 14	J: 11

CCCN(CC(=O)Nc1ccccc1OC)C(=O)c1cc2ccccc2o1
  A: -0.5	B: -4	C: -1	D: 2	E: -24	F: -2	G: -6	H: 12	I: 0	J: 4

CCN(CC)CCn1c2c(c(SCC(=O)Nc3cccc4ccccc34)nc1=O)CCC2
  A: -8.5	B: x	C: x	D: 0	E: x	F: 1	G: 4	H: 26	I: -13	J: 22

COc1ccc(OC)c(NC(=O)COC(=O)CCCN2C(=O)c3ccccc3C2=O)c1
  A: -0.6	B: -1	C: 0	D: 0	E: -38	F: 4	G: -5	H: -9	I: 8	J: 20

Cc1[nH]c2ccccc2c1C(=O)C(=O)N1CCCc2ccccc21
  A: 0.3	B: -3	C: 3	D: -1	E: -9	F: -1	G: 11	H: 7	I: 0	J: 13

CC(C)n1c(CSCc2ccc(Cl)cc2Cl)n[nH]c1=S
  A: 0.0	B: -4	C: 1	D: 2	E: -19	F: 1	G: 3	H: 8	I: 0	J: 0

Cc1ccccc1NC(=O)N1CCC(NC(=O)C2CCCCC2)CC1
  A: -0.1	B: 0	C: 2	D: -3	E: 7	F: 0	G: -8	H: -19	I: -1	J: 2

O=C(CN1C(=O)NC2(CCCCCC2)C1=O)c1ccccc1
  A: 0.8	B: -2	C: 3	D: -3	E: -6	F: 0	G: 2	H: 5	I: -18	J: -9

CC(NC(=O)c1cc([N+](=O)[O-])cc([N+](=O)[O-])c1)C1CC2CCC1C2 (stereo not drawn)
  A: -0.5	B: 1	C: -2	D: -1	E: -13	F: -1	G: 1	H: 23	I: -7	J: 26

CN(C1CCS(=O)(=O)C1)S(=O)(=O)c1cccs1 (stereo not drawn)
  A: -0.3	B: x	C: x	D: -1	E: x	F: 4	G: -2	H: -3	I: 9	J: 21

Cc1cccc2sc(NNC(=O)c3cc(=O)c4ccccc4o3)nc12
  A: 0.7	B: 2	C: -5	D: -5	E: -40	F: 4	G: 8	H: 30	I: -62	J: 38

CCOc1cc(/C=C2/NC(=O)N(CC(=O)Nc3cccc(C)c3)C2=O)ccc1OCC(N)=O
  A: -0.4	B: -3	C: -4	D: -2	E: -2	F: 0	G: 1	H: 3	I: 17	J: 17

Clc1cccc(-c2nnc(-c3ccno3)o2)c1
  A: -0.3	B: 2	C: 3	D: -2	E: -14	F: 0	G: 6	H: 13	I: -14	J: 22

O=C(NNC(=S)Nc1ccccc1C(F)(F)F)C1CC1
  A: -0.3	B: 4	C: 0	D: 2	E: 1	F: 3	G: 2	H: 0	I: -9	J: -1

CSc1ccc(C(=O)N2CCC(CCC(=O)NC3CC3)CC2)cc1
  A: -0.3	B: -6	C: -2	D: -1	E: -23	F: 2	G: -4	H: 2	I: 8	J: 13

O=[N+]([O-])c1ccccc1CN1CCN(S(=O)(=O)Cc2ccccc2)CC1
  A: -0.9	B: 0	C: 8	D: 7	E: -3	F: -1	G: 8	H: 11	I: -15	J: 21

COc1ccc(C)cc1S(=O)(=O)NC1CC1
  A: -21	B: 6	C: -1	D: 9	E: -22	F: 2	G: -5	H: 11	I: -1	J: 11

Individual results from the results shown.
KLF5 inh with `CSc1ccc(C(=O)N2CCC(CCC(=O)NC3CC3)CC2)cc1` stands at -23
HIF act with `CCCN(CC(=O)Nc1ccccc1OC)C(=O)c1cc2ccccc2o1` stands at -0.5
KLF5 inh with `Clc1cccc(-c2nnc(-c3ccno3)o2)c1` stands at -14
